Source: PubChem BioAssay
ERG Ets-DNA blk – qHTS for Small Molecule Inhibitors of the ERG Ets/DNA interaction. Potency, µM (doses to about 76.9 µM), for inactives: at the highest dose FP activity, negative = inhibition, actives largely listed as inhibitors. fluorescence polarization, His-ERG Ets domain / labelled DNA. Transcriptional regulator ERG (Homo sapiens), P11308. actives 0.028% (n = 370,000); active means well fitted inhibition curve with a large enough effect in the polarisation, with a control signal flat; inconclusive means small, poorly fitted or top-dose-only effect, or effect the other way, or a change in a side signal; inactive means no such curve, though single readings can be large or run the other way; the % refers to the polarisation;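 further: polarization taken with two DNA probes labelled with fluorescein and Texas red; potency means the concentration at half of the fitted maximal effect; % of control where 0% means no effect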
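His-tagged ERG Ets domain (1 uM in the protein solution; 300mM KCl, 50mM Tris-HCl, 1mM EDTA, 1mM DTT, pH 7.5) received compound, then a probe mix of 5 nM fluorescein-DNA and 100nM Texas-615-DNA. Fluorescence polarization was read for both dyes.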
Apoferritin bind – qHTS Assay for Identification of Novel General Anesthetics; Ferritin light chain (Equus caballus), P02791; apoferritin/1-aminoanthracene competitive binding, fluorescence; Potency, µM (titrated, usually from 77.5 µM), without a hit: at the highest dose activity change, negative = displacement, actives largely listed as inhibitors; actives 0.074% (n = 350,000); AID 485281, 2010; further: potency means the concentration at half of the fitted maximal effect; on the % scale 0 is the no-effect control and ±100 the full control effect; nearly all actives have a fitted effect of over 20% in size
Target sequence (P02791 2-175 limits assumed): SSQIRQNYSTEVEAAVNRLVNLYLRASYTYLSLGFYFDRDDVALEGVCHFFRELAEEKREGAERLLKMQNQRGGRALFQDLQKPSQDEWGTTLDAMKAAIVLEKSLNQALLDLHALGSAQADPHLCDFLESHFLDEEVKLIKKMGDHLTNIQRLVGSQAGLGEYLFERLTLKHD
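Horse-spleen apoferritin (10 uM) in 50% saturated 1-aminoanthracene in PBS was incubated 10 min at room temperature with compound. Fluorescence (ex 380, em 535 nm) was normalized to free and bound 1-AMA, with concentration-response fitted by a four-parameter Hill equation.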
Pol kappa inh – qHTS for Inhibitors of Polymerase Kappa | DNA polymerase kappa (Homo sapiens), Q9UBT6 | purified Pol kappa, fluorescent DNA synthesis assay, 10 min | Potency, µM (doses to about 107 µM), without a hit: at the top dose activity, negative = inhibition, most hits filed as inhibitors | actives 0.53% (n = 400,000); further: potency means the concentration at half of the fitted maximal effect; on the % scale 0 is the no-effect control and ±100 the full control effect
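Enzyme at 10 nM met test compounds for 15 min at room temperature. Substrate addition (50 nM final) began the reaction, which was monitored by fluorescence at 0 and 10 min.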
LDHA inh – qHTS assay for inhibitors of human lactate dehydrogenase; activity change, % (values are at about 110 or 230 µM); AID 1347041, 2019; actives 0.15% (n = 480,000); purified LDHA, NADH/diaphorase-resazurin fluorescence; stronger effect = lower value; in the data active means activity change below about -30%; inconclusive means mostly about -25% to -30%;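 further: plate controls were DMSO wells for no effect and wells without enzyme for full effect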
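Human LDH5 (2 nM) was incubated with 0.06 mM NADH and 0.2 mM pyruvate for 5 min at room temperature in Tris pH 7.4. Remaining NADH was coupled through diaphorase/resazurin, and resorufin fluorescence was read at 0 and 20 min.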
RGS4 inh – Inhibitors of Regulator of G Protein Signaling (RGS) 4: qHTS; Regulator of G-protein signaling 4 (Homo sapiens), P49798; Transcreener GDP fluorescence polarization, RGS4-accelerated GTP hydrolysis; Potency, µM (doses to about 114 µM), for the others: top-dose activity change, negative = inhibition, most hits filed as inhibitors; actives 0.039% (n = 390,000); further: potency means the concentration at half of the fitted maximal effect; on the % scale 0 is the no-effect control and ±100 the full control effect; nearly all actives have a fitted effect of over 75% in size; some results filed as inactive show a strong effect at the top dose
Target sequence (P49798 whole entry, looked up): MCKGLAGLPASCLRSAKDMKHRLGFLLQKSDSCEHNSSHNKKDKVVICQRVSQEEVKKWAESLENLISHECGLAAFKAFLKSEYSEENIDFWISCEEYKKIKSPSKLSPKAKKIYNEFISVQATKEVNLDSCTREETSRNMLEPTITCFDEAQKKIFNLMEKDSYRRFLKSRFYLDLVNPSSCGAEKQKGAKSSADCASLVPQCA
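MLSMR compounds (23 nl, pin-transferred) preincubated 10 min at room temperature with a 500nM (2x) first reagent, then RGS4 at 900nM (2x) plus Transcreener GDP mix added; fluorescence polarization (620/688 nm) read before and after 90 min at 30 °C.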
Pol eta inh – qHTS for Inhibitors of Polymerase Eta. recombinant Pol eta, fluorescent DNA replication assay. actives 1.2% (n = 390,000). Potency, µM (series often up to 114 µM), for inactives: at the highest dose activity change, negative = inhibition, hits mostly inhibitors. AID 588591, 2011; further: potency means the concentration at half of the fitted maximal effect; on the % scale 0 is the no-effect control and ±100 the full control effect
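Pol eta (10 nM) was preincubated with compounds for 15 min at room temperature, after which fluorescent replication substrate (50 nM final) was added to start the reaction. Fluorescence was read kinetically at 0 and 10 min.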
ALOX12 inh – Primary qHTS assay for inhibitors of human arachidonate 12S-lipoxygenase (ALOX12): Round 2. actives 1.1% (n = 580,000). Potency, µM (top dose mostly 108 µM), inactives show top-dose activity change, negative = inhibition, usual class: inhibitors. Polyunsaturated fatty acid lipoxygenase ALOX12 (Homo sapiens), P18054. AID 1671190, 2021. purified 12hLO, xylenol orange hydroperoxide absorbance; further: potency means the concentration at half of the fitted maximal effect; on the % scale 0 is the no-effect control and ±100 the full control effect
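Purified human 12hLO (150 nM final) in 25 mM Hepes, 0.01% Triton X-100, pH 7.0 was preincubated 15 min at room temperature with compound. Then 40 uM arachidonic acid was added, 30 min. Hydroperoxide was read by Fe-XO absorbance ratio 573/405 nm.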
Pol beta inh – qHTS Assay for Inhibitors of DNA Polymerase Beta; Potency, µM (top dose mostly 114 µM), inactives show top-dose activity change, negative = inhibition, most hits filed as inhibitors; actives 1.3% (n = 340,000); Pol beta primer extension/strand displacement, fluorescence kinetic; P06746; further: potency means the concentration at half of the fitted maximal effect; on the % scale 0 is the no-effect control and ±100 the full control effect
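Human Pol beta at 10 nM; strand-displacement substrate 50 nM final. Compound exposure 15 min at room temperature before start, reaction 10 min at room temperature.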
APE1 inh – qHTS Assay for Inhibitors of the Human Apurinic/apyrimidinic Endonuclease 1 (APE1). DNA repair nuclease/redox regulator APEX1 (Homo sapiens), P27695. recombinant APE1, TAMRA/BHQ-2 abasic DNA cleavage fluorescence. Potency, µM (highest dose often 65.8 µM), without a hit: top-dose activity change, negative = inhibition, hits mostly inhibitors. actives 0.35% (n = 350,000);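 further: potency means the concentration at half of the fitted maximal effect; plate controls were vehicle for no effect and reference inhibitor for full effect; nearly all actives have a fitted effect of over 55% in size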
Target sequence (P27695 whole entry, looked up): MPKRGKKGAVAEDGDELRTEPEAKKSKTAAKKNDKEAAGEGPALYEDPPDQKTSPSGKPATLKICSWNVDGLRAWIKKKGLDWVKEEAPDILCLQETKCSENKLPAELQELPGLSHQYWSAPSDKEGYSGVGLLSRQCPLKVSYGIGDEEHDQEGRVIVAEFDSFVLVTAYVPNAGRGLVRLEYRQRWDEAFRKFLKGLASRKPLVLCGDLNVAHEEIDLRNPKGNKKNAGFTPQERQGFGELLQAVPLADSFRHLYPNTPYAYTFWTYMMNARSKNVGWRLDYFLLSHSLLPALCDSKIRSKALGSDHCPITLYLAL
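APE1 at 0.75 nM final was preincubated with compound 15 min at room temperature, then 50 nM double-stranded THF abasic-site substrate (5'-TAMRA/3'-BHQ-2) was added. Fluorescence (ex 525/em 598 nm) was read kinetically; third-minus-first read gave activity.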
Active calls of the source: *; [ ] = another dose, or the depositor's remark. Unless noted, the call rests on the fitted dose curve; in most records, active means well fitted curve in the direction sought with a large enough effect; inconclusive means small, poorly fitted or top-dose-only effect, or another doubt; inactive means no such curve, though single readings can be large; an effect the other way counts as inactive or inconclusive.

`Cc1cc(C)cc(NC(=O)C(CC(C)C)NC(=O)C2CCCCC2)c1` (centres undefined) gave ERG Ets-DNA blk 1%, Apoferritin bind -9%, Pol kappa inh 9%, LDHA inh -7, RGS4 inh 7%, Pol eta inh -8%, ALOX12 inh -5% and Pol beta inh 0%.
`CS(=O)(=O)N1CCN(c2ccc(NC(=S)NC(=O)c3ccccc3[N+](=O)[O-])cc2)CC1` gave ERG Ets-DNA blk 21%, Apoferritin bind -5%, Pol kappa inh -3%, LDHA inh 0, RGS4 inh -24%, Pol eta inh -14%, ALOX12 inh -8%, Pol beta inh 1% and APE1 inh -12%.
`O=C(Cc1cccc(NC(=O)C2CCCN(C(=O)C3CCCCC3)C2)c1)Nc1cccc(C(=O)N2CCOCC2)c1` (centres undefined) gave ERG Ets-DNA blk 2%, Pol kappa inh 5%, LDHA inh 0, RGS4 inh 15%, Pol eta inh -21% and ALOX12 inh -1%.
CSc1ccccc1OCc1cc(C(=O)NCCc2ccco2)no1 was read as ERG Ets-DNA blk -2%, Apoferritin bind inconclusive, Pol kappa inh 0%, LDHA inh -2, RGS4 inh -22%, Pol eta inh -17%, ALOX12 inh 4%, Pol beta inh 78% and APE1 inh -1%.
CC1CCCC(C)N1C(=O)CSc1nnc(-c2cccs2)o1 (centres undefined) was read as Apoferritin bind 1%, Pol kappa inh 0%[60.1 µM], LDHA inh -1, RGS4 inh -11%, Pol eta inh -8%, ALOX12 inh 2%, Pol beta inh -19% and APE1 inh -4%.
For COc1ccc(/C=C/C(=O)OCC(=O)Nc2ccc(N3CCOCC3)cc2)cc1OC the results were ERG Ets-DNA blk 4%, Apoferritin bind -3%, Pol kappa inh 3%, LDHA inh -2, RGS4 inh inconclusive, Pol eta inh -11%, ALOX12 inh -26%, Pol beta inh -3% and APE1 inh 0%.
For Cc1ccccc1N(CC(=O)N/N=C/c1cc(C)n(-c2ccccc2C)c1C)S(C)(=O)=O the results were ERG Ets-DNA blk 13%, Apoferritin bind -11%, Pol kappa inh -11%, LDHA inh 0, RGS4 inh -4%, Pol eta inh -16%, ALOX12 inh 27%, Pol beta inh -11% and APE1 inh 1%.
Screening COc1ccccc1-c1cccc([C@@H]2C[C@H]3[C@H](CON3C)CN2Cc2cc(Cl)cc(Cl)c2)c1 returned ERG Ets-DNA blk -1%, Pol kappa inh -9%, LDHA inh -1, RGS4 inh -23%, Pol eta inh -7% and ALOX12 inh -20%.
Screening CCCN1CCc2c(sc(NC(=O)c3ccc(S(=O)(=O)N4CCN(C(=O)OCC)CC4)cc3)c2C(N)=O)C1 returned ERG Ets-DNA blk 3%, Apoferritin bind inconclusive, Pol kappa inh -24%, LDHA inh -4, RGS4 inh inconclusive, Pol eta inh inconclusive, ALOX12 inh inconclusive, Pol beta inh 4% and APE1 inh -8%.
`COc1ccc(C(=O)Nc2cc(Cl)ccc2N2CCOCC2)cc1S(=O)(=O)N1CCOCC1` gave ERG Ets-DNA blk -6%, Pol kappa inh 2%, LDHA inh -1, RGS4 inh -31%, Pol eta inh -14%, ALOX12 inh 7% and APE1 inh 2%.
`CCCCCC(=O)Nc1cccc(C2=NOC3(C2)C[C@@H](C(N)=O)N(C(=O)C2(C)CC2)C3)c1` (some centres undefined) gave ERG Ets-DNA blk -6%, Apoferritin bind -4%, Pol kappa inh 0%, LDHA inh -2, RGS4 inh -8%, Pol eta inh -6%, ALOX12 inh -8%, Pol beta inh 11% and APE1 inh 13%.
Screening Cc1ccc(NC(=O)Cn2c(=O)n(Cc3nc(-c4ccccc4)no3)c(=O)c3cc4c(cc32)OCO4)cc1C returned ERG Ets-DNA blk 4%, Apoferritin bind -2%, Pol kappa inh 1%, LDHA inh 5, RGS4 inh 0%, Pol eta inh -17%, ALOX12 inh -16% and Pol beta inh 20%.
CSc1ccc(NC(=O)Nc2ccccc2C(N)=O)cc1 was read as ERG Ets-DNA blk 12%, Apoferritin bind 4%, Pol kappa inh -19%, LDHA inh -5, RGS4 inh 27%, Pol eta inh -5%, ALOX12 inh 0%, Pol beta inh 14% and APE1 inh inconclusive.
For CC(C)(C)C1CCc2c(sc(NC(=O)c3cccs3)c2C(=O)N2CCCCC2)C1 (centres undefined) the results were ERG Ets-DNA blk -4%, Apoferritin bind -7%, Pol kappa inh -1%, LDHA inh -2, RGS4 inh 7%, Pol eta inh -22%, ALOX12 inh 110%[activator], Pol beta inh -2% and APE1 inh 3%.
`N=C1S/C(=C\c2cccc3ccccc23)C(=O)N1c1ccc(F)cc1` gave Apoferritin bind 1%, Pol kappa inh -3%, LDHA inh -15, RGS4 inh -47%, Pol eta inh inconclusive, ALOX12 inh -10%, Pol beta inh 3% and APE1 inh 7%.
`N#C/C(=C\c1ccc(OC(=O)c2cccs2)cc1)c1nc2ccccc2[nH]1` gave ERG Ets-DNA blk -3%, Apoferritin bind 8%, Pol kappa inh -44%, LDHA inh -5, RGS4 inh -25%, Pol eta inh inconclusive, ALOX12 inh 5%, Pol beta inh 35µM* and APE1 inh 7%.
CCCCCCc1nc2ccccc2c(=O)n1N was read as ERG Ets-DNA blk -2%, Apoferritin bind -19%, Pol kappa inh -12%, LDHA inh 1, RGS4 inh -21%, Pol eta inh -11%, ALOX12 inh 0%, Pol beta inh 4% and APE1 inh -9%.
Screening CC(C)Cn1c(SCC(=O)Nc2ccc(Cl)cc2F)nc(O)cc1=O returned ERG Ets-DNA blk 15%, Pol kappa inh -14%, LDHA inh -4, RGS4 inh 27%, Pol eta inh 9%, ALOX12 inh -19% and APE1 inh 13%.
`Cc1ccc(-c2nnc(-c3ccccc3)c(-c3ccccc3)n2)cc1` gave ERG Ets-DNA blk -4%, Apoferritin bind -7%, Pol kappa inh -4%, LDHA inh 1, RGS4 inh -12%, Pol eta inh -25%, ALOX12 inh 11%, Pol beta inh 0% and APE1 inh 12%.
C=C(C)c1cccc(C(C)(C)NC(=O)Nc2ccc3[nH]c(=O)[nH]c3c2)c1 was read as ERG Ets-DNA blk -17%, Apoferritin bind 6%, Pol kappa inh -7%, LDHA inh 1, RGS4 inh 5%, Pol eta inh -4%, ALOX12 inh 151%[activator], Pol beta inh -6% and APE1 inh -6%.
`COc1cc(SC)ccc1C(=O)N1CCN(Cc2ccc3c(c2)OCO3)CC1` gave ERG Ets-DNA blk -9%, Apoferritin bind -7%, Pol kappa inh -5%, LDHA inh -1, RGS4 inh 20%, Pol eta inh -18%, ALOX12 inh -1%, Pol beta inh 46% and APE1 inh -5%.
COC(=O)[C@@]12CCCN1[C@H](c1ccc(-c3cccc(Cl)c3)cc1)[C@H]1C(=O)N(C)C(=O)[C@H]12 was read as ERG Ets-DNA blk 10%, Pol kappa inh 1%, LDHA inh -1, RGS4 inh 0%, Pol eta inh -16%, ALOX12 inh -25% and APE1 inh 28%.
`COC(=O)c1cccc(NC(=S)NCc2ccc(Cl)cc2)c1` gave ERG Ets-DNA blk -1%, Apoferritin bind -11%, Pol kappa inh -3%, LDHA inh -1, RGS4 inh -3%, Pol eta inh -17%, ALOX12 inh inconclusive, Pol beta inh -4% and APE1 inh -5%.
For COc1ccccc1C=NC(CO)C(O)c1ccc([N+](=O)[O-])cc1 (centres undefined) the results were ERG Ets-DNA blk -6%, Apoferritin bind -18%, Pol kappa inh -23%, LDHA inh 0, RGS4 inh -24%, Pol eta inh -10%, ALOX12 inh 16%, Pol beta inh -1% and APE1 inh 2%.
Screening COc1ccc(N(CCC(=O)O)S(=O)(=O)c2ccc(C)c(C)c2)cc1 returned ERG Ets-DNA blk 0%, Apoferritin bind -1%, Pol kappa inh -4%, LDHA inh -6, RGS4 inh 1%, Pol eta inh -5%, ALOX12 inh -19%, Pol beta inh 32% and APE1 inh 2%.
CCCS(=O)(=O)N1CCN(S(=O)(=O)c2ccc(F)cc2)CC1 was read as ERG Ets-DNA blk -4%, Apoferritin bind 13%, Pol kappa inh -2%, LDHA inh -6, RGS4 inh -43%, Pol eta inh -2%, ALOX12 inh -2%, Pol beta inh -1% and APE1 inh 3%.
`c1ccc(CSc2nnc(-c3cccnc3)o2)cc1` gave ERG Ets-DNA blk -9%, Apoferritin bind 4%, Pol kappa inh -14%, LDHA inh -5, RGS4 inh 25%, Pol eta inh 2%, ALOX12 inh inconclusive, Pol beta inh 6% and APE1 inh -10%.
For Nc1nc2n(n1)C(c1ccco1)CC(c1ccc(Cl)cc1Cl)N2 (centres undefined) the results were ERG Ets-DNA blk 3%, Apoferritin bind -11%, Pol kappa inh -4%, LDHA inh 1, RGS4 inh 14%, Pol eta inh -10%, ALOX12 inh inconclusive, Pol beta inh 11% and APE1 inh 6%.

This is a subset. The share of hits here may be higher or lower than overall.
